# ATG4B inhibitor = ATG4B protease inhibitors, primary screen, biochemical, fluorescence, uHTS | inhibition, % at 8.33 µM | 0.51% of 340,000 active | Cysteine protease ATG4B (Homo sapiens), Q9Y4P1 | ATG4B cleavage of LC3-PLA2, NBD-HPC fluorescence, 1 h; in the data active means inhibition above about 40%
# hIAP activ = human IAP activators, primary screen, biochemical, luminescence, uHTS. purified human IAP, CDP-Star luminescence, 30 min; hits give high values; 1 = vehicle-only enzyme, 0 = enzyme-free background. 0.16% of 330,000 active. Intestinal-type alkaline phosphatase (Homo sapiens), P09923. activation factor at 10 µM. AID 2524, 2010;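 active means activation factor of the enzyme at least 2-fold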; further: the source names both 10 and 20 µM as test concentration; values of inactives mirror those of a sister screen read the other way
# TIM10 inh = growth inhibitors of isogenic TIM10 control yeast, primary screen, counter-screen for tim10-1 yeast inhibitor project, luminescence, uHTS; S. cerevisiae TIM10 strain growth, BacTiter-Glo luminescence, 24 h; inhibition, % at 10 µM; 1.4% of 330,000 active;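 active means inhibition of 40% or more at the single tested concentration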;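 further: wild-type TIM10 isogenic control strain grown at permissive 25 °C; 0% = DMSO yeast wells and 100% = minimal medium wells without yeast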
# mIAP activ = activators of mouse IAP, primary screen, biochemical, luminescence, uHTS | intestinal alkaline phosphatase [Mus musculus] | muIAP, CDP-Star luminescence, 30 min; hits give high values; 1 = vehicle-only enzyme signal, 0 = enzyme-free wells | activation factor at 10 µM | 0.24% of 330,000 active | AID 2805, 2010;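 active means activation factor of at least 2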; further: the source names both 10 and 20 µM as test concentration; values of inactives mirror those of a sister screen read the other way
#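 Assay system: mouse IAP enzyme; reagent: chemiluminescent substrate CDP-Star; dosing: test compounds delivered from DMSO solution; schedule: 30 min at room temperature; measured by: luminescence from enzymatic CDP-Star hydrolysis; controls: DMSO-only wells and no-enzyme negative control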
# mIAP block = inhibitors of mouse IAP, primary screen, biochemical, luminescence, uHTS. intestinal alkaline phosphatase [Mus musculus]. purified mouse IAP, CDP-Star luminescence, 30 min. inhibition, % at 10 µM. 0.2% of 330,000 active;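 active means inhibition of at least 40% at 10 µM in the primary screen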;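 further: plate controls were DMSO with enzyme for no effect and no enzyme wells for full effect; values of inactives mirror those of a sister screen read the other way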
# Apaf1 inhib = inhibitors of human Apaf-1 apoptosome, primary screen, biochemical, DEVD-Rh110 fluorescence, uHTS. Apoptotic protease-activating factor 1 (Homo sapiens), O14727. reconstituted apoptosome caspase-3 activity. inhibition, % at 20 µM. 0.71% of 330,000 active. AID 489030, 2010; active means inhibition of at least 40% at 20 µM;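 further: plate controls were DMSO wells for no effect and DEVD-CHO caspase inhibitor wells for full effect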
# Target sequence (O14727 whole entry, looked up): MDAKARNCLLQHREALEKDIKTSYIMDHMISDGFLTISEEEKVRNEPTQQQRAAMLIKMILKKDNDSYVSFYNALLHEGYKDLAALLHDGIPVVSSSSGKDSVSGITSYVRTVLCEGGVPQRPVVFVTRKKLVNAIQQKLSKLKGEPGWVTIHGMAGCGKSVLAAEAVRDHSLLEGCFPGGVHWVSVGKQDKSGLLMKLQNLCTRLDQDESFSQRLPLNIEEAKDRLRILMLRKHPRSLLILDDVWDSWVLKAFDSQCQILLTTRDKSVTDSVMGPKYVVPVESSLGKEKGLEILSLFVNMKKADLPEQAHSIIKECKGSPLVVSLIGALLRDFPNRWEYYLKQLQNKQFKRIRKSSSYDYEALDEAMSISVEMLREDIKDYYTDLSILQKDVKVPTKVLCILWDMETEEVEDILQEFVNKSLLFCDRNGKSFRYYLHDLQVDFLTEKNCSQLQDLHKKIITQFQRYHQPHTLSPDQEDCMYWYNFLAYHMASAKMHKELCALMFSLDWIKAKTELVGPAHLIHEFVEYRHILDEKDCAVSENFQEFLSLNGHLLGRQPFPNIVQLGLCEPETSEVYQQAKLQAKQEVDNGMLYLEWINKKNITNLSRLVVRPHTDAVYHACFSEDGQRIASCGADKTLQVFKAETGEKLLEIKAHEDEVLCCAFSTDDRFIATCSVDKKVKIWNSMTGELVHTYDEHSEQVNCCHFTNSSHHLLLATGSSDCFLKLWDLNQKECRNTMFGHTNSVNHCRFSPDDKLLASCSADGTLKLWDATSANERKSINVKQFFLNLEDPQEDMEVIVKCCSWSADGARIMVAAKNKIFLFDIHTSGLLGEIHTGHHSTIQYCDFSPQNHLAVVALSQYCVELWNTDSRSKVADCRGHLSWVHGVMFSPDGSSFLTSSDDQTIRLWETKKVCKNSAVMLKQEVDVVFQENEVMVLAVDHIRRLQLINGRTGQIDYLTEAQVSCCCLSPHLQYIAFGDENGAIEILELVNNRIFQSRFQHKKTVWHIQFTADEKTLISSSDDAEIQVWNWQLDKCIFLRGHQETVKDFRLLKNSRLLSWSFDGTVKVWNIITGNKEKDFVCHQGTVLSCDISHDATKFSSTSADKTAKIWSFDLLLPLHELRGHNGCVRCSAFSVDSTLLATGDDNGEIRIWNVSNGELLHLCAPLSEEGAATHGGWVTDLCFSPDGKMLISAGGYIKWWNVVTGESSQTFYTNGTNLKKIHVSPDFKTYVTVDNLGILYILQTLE
#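 System – cell-free apoptosome with Apaf-1, procaspase-3 and caspase-9 · Buffer or medium – pH 7.5 Hepes buffer with CHAPS, BSA, DTT · Also added – cytochrome c with DEVD-Rh110 · Times – 30 min compound preincubation, 50 min activation, room temperature · Technique – Rh110 fluorescence intensity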
# NLRP3 yeast inh = NALP3 inflammasome inhibitors in reconstituted yeast, primary screen, luminescence, uHTS. inhibition, % at 10 µM. 0.39% of 330,000 active. Yeast reconstituted NLRP3/ASC/caspase-1, beta-gal luminescence, 24 h;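 active means inhibition of 50% or more; inactive means inhibition below 50%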;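 further: plate controls were induced DMSO wells for no effect and uninduced yeast grown without galactose for full effect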
# tim10-1 inh = growth inhibitors of tim10-1 mutant yeast, primary screen, luminescence, uHTS. S. cerevisiae tim10-1 ts strain growth, BacTiter-Glo, 24 h. inhibition, % at 20 µM. 2.2% of 330,000 active;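 active means inhibition of at least 40%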;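 further: mutant grown at 25 °C; 0% = DMSO wells with yeast and 100% = wells holding no yeast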
# hIAP block = human IAP inhibitors, primary screen, biochemical, luminescence, uHTS; Intestinal-type alkaline phosphatase (Homo sapiens), P09923; purified IAP, CDP-Star luminescence, 30 min; inhibition, % at 10 µM; 0.12% of 330,000 active; AID 2544, 2010;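 active means inhibition reaching a set limit with compound at 10 µM in the primary screen, cut at about 35% in these data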;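 further: plate controls were DMSO wells with enzyme for no effect and no-enzyme buffer wells for full effect; values of inactives mirror those of a sister screen read the other way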
# Starred values were filed as active, the others as inactive; / = no result given. No enrichment for hits (roughly 4.5% active in at least one column).
SMILES,ATG4B inhibitor,hIAP activ,TIM10 inh,mIAP activ,mIAP block,Apaf1 inhib,NLRP3 yeast inh,tim10-1 inh,hIAP block
O=C(Oc1c(Br)cc([N+](=O)[O-])cc1Br)c1cccnc1,3,2.3*,27,1,0,2,32,29,-133
O=C(NCc1ccccc1)c1ccc(/C=N/O)nc1,7,1.4,-10,0.99,1,-15,11,6,-41
CC1CC2(CCCCC2)N2C(=O)C(=O)c3cccc1c32 (centres undefined),1,0.8,29,0.92,8,41*,4,42*,20
COC(=O)c1cccc(N(C(=O)c2cnccn2)C(C(=O)NC2CCCCC2)c2cn(C)nc2C)c1 (centres undefined),-2,1.1,-1,0.97,3,11,6,11,-6
O=C(NCc1ccco1)c1ccc2c(c1)N(Cc1ccccc1)CCS2,0,1,18,1.1,-7,-5,-1,27,-3
COc1ccc(C(=O)COc2ncnc3cc(Cl)ccc23)cc1,2,0.93,12,0.86,14,-6,45,-14,7
COc1ccccc1N(C)S(=O)(=O)c1ccc(C(=O)OCC(=O)N(C)c2ccccc2)cc1,-8,0.84,5,0.99,1,20,-24,16,16
O=C(CSc1ccc(-c2ccccn2)nn1)NCc1ccc(F)cc1,-7,0.98,15,0.95,5,-13,3,30,2
Cc1ccc(C)c2[nH]c(=O)c(CN(CCCN(C)C)C(=O)NCc3ccccc3)cc12,-7,1.1,9,0.95,5,1,8,13,-14
CC(=O)Nc1ccc(-c2nn[nH]n2)cc1,-5,1.2,1,0.98,2,-4,-7,-4,-19
O=C(CCC1CCCCC1)Nc1c[nH]c(=O)[nH]c1=O,-1,0.98,14,1,0,6,6,16,2
CC(C)c1nn(-c2cc(C(F)(F)F)ccn2)c(=O)o1,0,1.1,8,1,0,-5,24,3,-10
COc1cccc(NC(=O)N2C3CCCC2CC(NC(=O)C(C)(C)C)C3)c1 (centres undefined),-5,1,13,1,-2,0,3,3,0
CCOc1c(Br)cc(C(=O)OCC(=O)N2CCc3ccccc3C2)cc1OC,4,0.76,12,1,0,13,10,16,24
COc1ccc(OCC(=O)Nc2cccc3cccnc23)cc1,-15,0.98,10,1,0,22,45,23,2
O=C(c1cc(S(=O)(=O)N2CCOCC2)ccc1F)N(CCc1ccccc1)Cc1ccccc1,-10,1.1,18,0.99,0,25,8,28,-8
Cc1ccc2[nH]c3nc(SCC#N)nnc3c2c1,9,0.89,3,0.97,3,-1,-20,-23,11
CCOC(=O)c1cnc(-n2cc(C)cn2)nc1Nc1ccccc1OCC,-4,1.2,24,0.94,6,35,1,29,-22
N/C(=N\OC(=O)CC1CCCCC1)c1ccccc1,-8,1.1,38,1,-5,7,-5,49*,-8
CCOc1ccc(CNC(=O)CCCc2cn(C)c3ccccc23)cc1,0,1.1,24,1.1,-6,7,18,7,-13
CCOc1ccc(OCC)c(NC(=O)CN2CCN(c3cccc(C)c3)C(C)C2)c1 (centres undefined),4,1,34,1,-1,10,2,38,-1
Cc1ccc(C2N(c3nccs3)C(=O)C3CCCN32)cc1 (centres undefined),-18,1.4,-4,1.1,-5,6,11,16,-42
O=C(c1cccc(Cl)c1)N1CCN(c2ncccn2)CC1,8,1,12,0.99,1,1,12,11,0
O=C(C1=C(O)C(=O)N(CC2CCCO2)C1c1cccc(Cl)c1)c1ccco1 (centres undefined),-7,1.1,-28,1,-1,6,-14,-20,-6
Cc1cc(C)n2nc(CCCCc3nc4nc(C)cc(C)n4n3)nc2n1,/,1,7,1,0,-19,-5,3,0
CCCCn1c(N)c(N(CC(C)C)C(=O)Cn2c(=O)oc3ccccc32)c(=O)[nH]c1=O,-6,1.1,-10,0.99,1,9,10,-14,-5
Cc1cc(CNC(=O)[C@H]2C[C@@H]2[C@H](NP(=O)(c2ccccc2)c2ccccc2)c2ccccc2)nn1C,-1,0.95,-1,1.1,-8,7,9,-2,5
CCC(COC)NC(=O)CCc1nnc(Cc2cccc(C(F)(F)F)c2)o1 (centres undefined),13,1.2,-3,1.1,-12,6,9,11,-15
CCc1cc(CNC(=O)CC2C(=O)NCCN2Cc2c(F)cccc2Cl)on1 (centres undefined),-7,0.98,3,0.95,4,-9,5,0,2
O=C(NCCOc1ccccc1F)C1CCC(=O)N(CCc2cccc(F)c2)C1 (centres undefined),1,1,-2,1.1,-5,-1,14,-4,-2
C/C(=N/NC(=O)CSc1nc2ccccc2n1C)c1ccncc1,0,0.95,-11,0.98,2,-3,28,0,5
COC(=O)c1sc2ccccc2c1NC(=O)c1coc2ccccc2c1=O,14,0.9,-5,1,0,24,12,1,10
Cc1ccc(C)c(S(=O)(=O)NC(C)C(=O)Nc2ccc(-c3nc4ccccc4s3)cc2)c1 (centres undefined),-2,0.97,-15,1,-4,11,14,-6,3
COC(=O)C1=C(C(=O)OC)[C@@H]2N(C)c3ccccc3[C@@]23C[C@@H](CO)N(C(=O)C2CCC2)C3=N1,6,1.2,7,1.1,-9,0,14,1,-21
COc1ccc(C)cc1N(CC(=O)N1CCCCCC1)S(=O)(=O)c1ccc(C)cc1,-4,1.1,13,1,-4,6,5,26,-10
Cc1ccc(C)c(NC(=O)COc2coc(CN3CCc4ccccc4C3)cc2=O)c1,0,0.97,5,0.99,0,8,13,4,3
Cc1ccccc1NC(=O)CN1C(=O)CSc2ccc(S(=O)(=O)N3CCCCC3)cc21,0,1.3,1,1,-3,-8,-7,6,-32
Cc1cc(C(=O)NNC(=O)c2ccc(Cl)cc2)no1,-3,0.99,-1,0.88,12,-6,3,-11,1
O=C(O)/C=C/c1ccc(S(=O)(=O)Nc2ccc3[nH]c(=O)[nH]c3c2)cc1,2,0.93,-3,0.84,16,27,1,-16,7
COc1ccc(NC(=O)CSc2nnc(Cc3ccccc3)o2)c(OC)c1,-18,1.1,9,0.93,7,-14,13,13,-12
COc1cc(S(=O)(=O)Nc2ccc(C(=O)NCC(=O)O)cc2)ccc1NC(C)=O,-4,1,4,0.97,3,-19,-3,12,-3
Cc1ccc(NC(=O)C2CCN(S(=O)(=O)c3cnc[nH]3)CC2)nc1,1,1.1,13,0.92,8,5,-5,1,-13
O=C(COc1ccccc1)N[C@@H]1c2ccccc2CC[C@@H]1O,/,/,-9,0.99,1,10,/,-1,/
COc1ccc2cc(S(=O)(=O)N3CCOCC3)ccc2c1,0,1.1,1,0.98,2,8,38,2,-13
CC[C@]1(C(=O)OC)[C@H]2C(=O)N(C)C(=O)[C@H]2[C@H]2CN=C(SCc3ccc(Cl)cc3)N21,-8,/,5,0.95,5,16,/,12,/
CCOC(=O)c1oc2ccccc2c1NC(=O)COC,23,1.2,13,1,-4,-4,19,8,-15
O=C(OC(C(=O)Nc1ccc(Cl)cc1C(F)(F)F)c1ccccc1)c1c(Cl)cccc1Cl (centres undefined),6,0.98,8,0.99,1,14,23,18,2
O=C(Nc1cccc(O)c1)c1cc(-c2cccs2)on1,14,0.9,-35,0.99,1,8,21,-111,10
Cc1ccc(-c2noc(CN3CCC(C(N)=O)CC3)n2)cc1,-5,1.2,7,1,-5,5,5,6,-16
O=C(O)C1Nc2ccc(OC(F)(F)F)cc2C2C=CCC12 (centres undefined),/,1.1,20,0.84,16,24,3,24,-6
# (further entries)
SMILES,ATG4B inhibitor,hIAP activ,TIM10 inh,mIAP activ,mIAP block,Apaf1 inhib,NLRP3 yeast inh,tim10-1 inh,hIAP block
Cc1occc1C(=O)Nc1cnn(CCCC(=O)O)c1,0,1.1,0,1,-1,-11,6,5,-14
COC(=O)c1ccc2c(c1)SC1=C(CCCC1=O)N2,9,0.97,3,0.98,2,0,18,23,3
Cc1c(C(C)C)c(=O)n(-c2ccc(S(=O)(=O)NC3CCCCC3)cc2)n1C,10,0.81,15,0.92,8,1,6,14,20
COc1ccccc1N1CCN(C(=O)c2sc3nc4n(c(=O)c3c2C)CCC4)CC1,0,1.2,3,0.94,6,-1,11,7,-18
CCc1ccc(C(C(=O)NCc2ccc(F)cc2)N(C(=O)c2csnn2)C2CC2)cc1 (centres undefined),3,0.97,16,0.97,2,8,11,35,3
CC(C)c1nc(SCC(=O)NC2CCCC2)c2c(=O)n(C)c(=O)n(C)c2n1,5,1.3,4,1,-2,6,11,20,-28
CC(C)(C)C(=O)N1CCN(c2nc3ccccc3o2)CC1,-8,0.96,-10,1.1,-7,3,24,26,4
COCCn1c(SCC(=O)NC2CCCCC2)nnc1-c1ccco1,-7,1,-9,0.98,2,1,5,-12,-2
COc1ccc(CN2CCc3c([nH]c4ccccc34)C2)c(OC)c1C,10,0.91,-59,1,-1,-2,20,-30,9
Cc1ccccc1NC(=S)N1CCOCC1,6,1.1,-2,0.86,14,-9,5,7,-7
Cc1nc2ccccc2c(=O)n1NC(=O)/C=C/c1ccc(Br)cc1,0,0.99,7,1,-4,6,5,20,1
CC(=O)c1c(O)cc(=O)n(-c2ccccc2)c1-c1cccc2ccccc12,-5,1.1,-2,1,-3,13,-6,0,-15
COCCN(C(=O)CSc1nc2ccccc2o1)c1c(N)n(Cc2ccccc2)c(=O)[nH]c1=O,-7,1.1,6,0.94,6,-9,-7,2,-9
Cc1cccc(NC(=S)N2CCN(S(=O)(=O)c3ccc(F)cc3)CC2)c1,-5,0.95,-3,1.1,-5,11,18,-5,5
Cc1ccc(NC2CCCN(C(=O)c3cnc4ccccn4c3=O)C2)cc1C (centres undefined),0,1.2,5,0.99,1,5,21,-7,-17
CC1CN(S(=O)(=O)c2ccc(C(=O)Nc3ccccc3F)cc2)CC(C)O1 (centres undefined),-29,0.91,10,1,-1,-5,15,0,9
COc1ccc(CNC(=O)Cn2cncn2)cc1OC,2,0.8,-8,0.97,3,-10,9,7,20
Cc1ccc(C(=O)N2CCSC2=S)cc1,-3,0.93,15,1,-2,-1,-6,30,7
C=C(C)CSc1nc2nc(C)cc(C)n2n1,-3,1.3,-9,0.97,3,5,11,-13,-26
CCc1nn(CCCC(=O)N(C)Cc2ccccc2)c(=O)c2cc3occc3n12,4,1.1,-18,0.98,2,7,13,23,-11
CC(=O)N1c2ccc(S(=O)(=O)N3CCCC(C(=O)Nc4ccc(C)cc4C)C3)cc2CC1C (centres undefined),-7,1,6,1.1,-6,18,19,13,-3
CC(=O)Nc1ccc(S(=O)(=O)Nc2nc3ccccc3nc2Sc2nncn2C)cc1,-8,1,11,0.95,4,-18,4,15,-3
